Screening data (PubChem BioAssay)
Gal4-VP16 FLuc = counter-screen for ROR gamma inhibitors: Gal4-VP16 reporter; Drosophila S2 Gal4-VP16 UAS-luciferase, luminescence, 20 h; Potency, µM (titrated, usually from 53.6 µM), without a hit: at the highest dose activity, negative = inhibition, usual class: inhibitors; 310,000 tested, 3.5% active; AID 2546;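 note: Gal4-VP16 expression switched on by copper sulfate through the metallothionein promoter; % is set by controls: 0 for no effect and ±100 for the full control effect; nearly all actives have a fitted effect of over 50% in size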
NPC1 promoter act = activators of NPC1 promoter. Huh7 NPC1 promoter luciferase reporter, 24 h. Potency, µM (doses to about 9.22 µM), without a hit: top-dose activation, usual class: activators. 320,000 tested, 2.4% active;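 note: % of control where 0% means no effect; nearly all actives have a fitted effect of over 60% in size; reporter is driven by a mutant NPC1 promoter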
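Luminescence from an NPC1 promoter-driven luciferase reporter in stably transfected Huh7 cells was measured after 24 h compound treatment at 37 °C, followed by 10 min ambient incubation with luciferase detection reagent.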
ELG1 genotoxic = induces genotoxicity in HEK293T cells with luciferase-tagged ELG1; AID 504466; Potency, µM (series often up to 46 µM), without a hit: top-dose activity change, positive = activation, hits mostly activators; 330,000 tested, 1.3% active; HEK293T ELG1-luciferase reporter, luminescence, 16 h; note: % of control where 0% means no effect; nearly all actives have a fitted effect of over 60% in size
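Screening used a luciferase reporter fused to human ELG1 in HEK293T cells. Luminescence was read on a CCD plate imager after 16 hr exposure and 30 min ONE-Glo incubation.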
MLL CXXC-DNA inh = MLL CXXC-DNA interaction inhibition | Q03164 | MLL-CXXC / FITC-HOXA9 DNA fluorescence polarization | Potency, µM (titrated, usually from 115 µM), inactives show at the highest dose activity change, negative = inhibition, hits mostly inhibitors | 290,000 tested, 0.037% active | AID 2662; active = well fitted inhibition curve with a large enough effect in the polarisation, with a control signal flat, not every such curve was filed as active; inconclusive = small, poorly fitted or top-dose-only effect, or effect the other way, or a change in a side signal; inactive = no such curve, though single readings can be large or run the other way; the % refers to the polarisation
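Fluorescence polarization: 7 uM MLL-CXXC (stock) preincubated 5 min with compounds, then 50 nM fluorescein-HOX-A9 DNA (stock) added; 30 min ambient. Buffer 50 mM Tris-HCl pH 7.5, 50 mM NaCl, 1 mM DTT, 0.05% BSA.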
BRCA1 expr act = activators of BRCA1 expression; MCF7-BRCA1-FFLuc reporter, luminescence, 48 h; response scale: scaled: vehicle 0%, 10 µM genistein 100%; Potency, µM (top dose mostly 46.1 µM), for inactives: at the top dose activation, actives largely listed as activators; 380,000 tested, 1.1% active; AID 624202; note: nearly all actives have a fitted effect of over 80% in size; some results filed as inactive show a strong effect at the top dose
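First, MCF7-BRCA1-FFLuc cells (2000/well) attach for 2 h; next, compounds are pin-added and incubated 48 h at 37 °C; finally, luciferase reagent is added and luminescence read after 15 min.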
p53 reactivator = re-activators of mutant p53; Potency, µM (top dose mostly 92.2 µM), for inactives: at the highest dose activity change, positive = activation, hits mostly activators; AID 504706; 320,000 tested, 0.063% active; H1299 p53-A138V BP100-luciferase reporter, luminescence, 24 h; note: % of control where 0% means no effect; nearly all actives have a fitted effect of over 45% in size
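H1299 (p53-null), stable ts p53-A138V + BP100-Luc; 1000 cells/well, Opti-MEM/10% FBS; cpd 4 pt, 1:5; 24 h, 37 deg C, 5% CO2; detection reagent 10 min RT; luminescence.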
Rab9 prom act = Rab9 promoter activation; Potency, µM (top dose mostly 9.22 µM), without a hit: at the top dose activation, negative = inhibition, hits mostly activators; AID 485297; Huh7 Rab9 promoter-luciferase reporter, luminescence, 24 h; 320,000 tested, 2.8% active; note: % of control where 0% means no effect; nearly all actives have a fitted effect of over 60% in size
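Cells were plated at 1500 per well in reduced-serum medium with 10% FBS and left 2 h. Compound in DMSO was then added for 24 h at 37 °C. Reporter signal was read by luminescence after 10 min with luciferase detection reagent.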
RORg inh = blocks mouse ROR gamma transcriptional activity. P51450. Drosophila S2 Gal4-RORgamma UAS-luciferase reporter, 20 h. Potency, µM (series often up to 53.6 µM), inactives show top-dose activity change, negative = inhibition, most hits filed as inhibitors. 310,000 tested, 5.4% active. AID 2551; note: % is set by controls: 0 for no effect and ±100 for the full control effect; nearly all actives have a fitted effect of over 60% in size
Target sequence (P51450 whole entry, looked up, the tested form may be a part): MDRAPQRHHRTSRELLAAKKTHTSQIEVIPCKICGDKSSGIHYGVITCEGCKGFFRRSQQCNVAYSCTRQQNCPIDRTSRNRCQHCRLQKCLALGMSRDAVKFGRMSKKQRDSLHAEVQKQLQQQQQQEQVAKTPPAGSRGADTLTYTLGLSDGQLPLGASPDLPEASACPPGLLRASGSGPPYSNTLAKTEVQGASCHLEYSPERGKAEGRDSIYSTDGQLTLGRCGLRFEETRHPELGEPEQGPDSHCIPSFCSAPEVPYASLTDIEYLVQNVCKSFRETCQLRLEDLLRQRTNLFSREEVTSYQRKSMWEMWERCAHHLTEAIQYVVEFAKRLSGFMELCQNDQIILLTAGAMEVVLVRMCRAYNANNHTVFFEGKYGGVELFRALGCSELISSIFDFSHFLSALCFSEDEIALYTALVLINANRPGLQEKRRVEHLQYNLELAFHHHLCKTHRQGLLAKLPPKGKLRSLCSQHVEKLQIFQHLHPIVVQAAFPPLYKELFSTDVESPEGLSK
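Using a luciferase readout, inhibitors were identified by reduced reporter activity in Drosophila cells coexpressing a copper-inducible Gal4–ROR gamma fusion and UAS-driven Photinus luciferase, incubated 20 hr after 700 uM copper sulfate.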
FLuc modulator = firefly luciferase modulation, counter-screen for miR-21 project | AID 588342 | 360,000 tested, 6.9% active | purified FLuc, Km substrates, luminescence inhibition | P08659 | Potency, µM (doses to about 57.5 µM), without a hit: top-dose activity change, negative = inhibition, usual class: inhibitors;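 note: plate controls were vehicle for no effect and reference inhibitor for full effect; nearly all actives have a fitted effect of over 55% in size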
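Purified P. pyralis luciferase (10nM final) with 10uM D-luciferin and 10uM ATP (Km levels) in 50mM Tris acetate pH 7.5, 10mM Mg acetate, 0.01% Tween-20, 0.05% BSA; qHTS 6-point titration, ~60 µM downward; luminescence read.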
MBNL1 CUG block = inhibitors of human MBNL1 binding to CUG repeat RNA | Q9NR56 | TR-FRET MBNL1-His/biotin-(CUG)12 binding, 665/545 ratio | Potency, µM (series often up to 57.5 µM), inactives show at the highest dose activity change, negative = inhibition, most hits filed as inhibitors | 280,000 tested, 0.036% active; active = well fitted inhibition curve with a large enough effect in the signal ratio, with a control signal flat, not every such curve was filed as active; inconclusive = small, poorly fitted or top-dose-only effect, or effect the other way, or a change in a side signal; inactive = no such curve, though single readings can be large or run the other way; the % refers to the signal ratio; note: % is set by controls: 0 for no effect and ±100 for the full control effect
Target sequence (Q9NR56 whole entry, looked up): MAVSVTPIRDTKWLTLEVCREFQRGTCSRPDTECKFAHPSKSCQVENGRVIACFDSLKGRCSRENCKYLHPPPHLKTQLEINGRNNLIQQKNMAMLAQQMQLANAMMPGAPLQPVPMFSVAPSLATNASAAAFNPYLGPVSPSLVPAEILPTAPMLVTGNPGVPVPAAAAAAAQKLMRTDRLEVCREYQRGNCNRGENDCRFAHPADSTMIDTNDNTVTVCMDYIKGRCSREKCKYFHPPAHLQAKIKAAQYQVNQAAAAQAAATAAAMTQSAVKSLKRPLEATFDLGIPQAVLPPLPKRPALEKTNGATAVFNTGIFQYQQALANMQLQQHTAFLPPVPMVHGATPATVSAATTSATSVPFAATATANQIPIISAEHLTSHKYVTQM
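MBNL1-His + Biotin-(CUG)12, cpd titration 92 nM–58 uM; Tb anti-His Ab 0.055 ng/ul, SA-XL665 5 nM (final); 60 min RT; ratiometric 665/545 nm, Ex 340 nm; normalized to buffer and full-complex controls.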
uPA generation = inhibitors of cell surface uPA generation. cell surface uPA generation assay, qHTS. Potency, µM (highest dose often 38.3 µM), without a hit: top-dose activity change, negative = inhibition, hits mostly inhibitors. 330,000 tested, 0.31% active. AID 540303; active = well fitted inhibition curve with a large enough effect; inconclusive = small, poorly fitted or top-dose-only effect; inactive = no such curve, though single readings can be large or run the other way; tested in mouse RAW 264.7 cells; note: % is set by controls: 0 for no effect and ±100 for the full control effect; nearly all actives have a fitted effect of over 55% in size
Starred values were filed as active, the others as inactive; ? = inconclusive; · = not tested or not shown; [ ] = dose if it differs, or a comment. Unless noted, calls come from the whole dose curve; as a rule, active = well fitted curve in the direction sought with a large enough effect; inconclusive = small, poorly fitted or top-dose-only effect, or another doubt; inactive = no such curve, though single readings can be large; an effect the other way counts as inactive or inconclusive. Potency is the fitted concentration of half-maximal effect. This is a subset; the hit share may differ from the screen's.

SMILES	Gal4-VP16 FLuc	NPC1 promoter act	ELG1 genotoxic	MLL CXXC-DNA inh	BRCA1 expr act	p53 reactivator	Rab9 prom act	RORg inh	FLuc modulator	MBNL1 CUG block	uPA generation
O=C(CN1CCCC(O)C1)N1c2ccccc2Sc2ccc(C(F)(F)F)cc21 (configuration not stated)	-20%	-1%	-1%	0%	-21%	-6%	2%	?	9%	-2%	13%
COc1ccc(CNC(=O)COc2cc(O)c3c(c2)OC(C)(C)CC3=O)c(OC)c1	0%	2%	-4%	-1%	-41%	3%	-1%	15%	-1%	1%	10%
CCOC(=O)C1=C(NC(=S)NC(=O)c2ccccc2)c2ccccc2CC1(C)C	11µM*	-2%	-12%	1%	-61%	0%	-2%	4.5µM*	-1%	-9%	-8%
COc1ccccc1NS(=O)(=O)NC(=O)c1cn(C)c2ccccc12	0%	-5%	2%	-1%	17%	-2%	2%	-1%	5%	0%	-21%
O=C1N/C(=N/N=C/c2ccco2)SC1Cc1ccccc1 (configuration not stated)	2.5µM*	-10%	2%	-12%	-61%	-1%	1%	1µM*	-12%	2%	23%
COc1cccc(CCN2C(=O)C(=O)N([C@@H](CNCc3ccccc3)Cc3ccccc3F)C[C@@H]2C(C)(C)C)c1	-23%	-1%	-5%	-2%	-24%	1%	-3%	26%	3%	-3%	-6%
O=C(N/N=C/C(Br)=C/c1ccccc1)c1ccccc1F	?	3.5µM*	18µM*	67%[activator]	?	?	3.2µM*	3%	11µM*	?	-29%
COc1ccc(N2CC(C(=O)Nc3c(C(N)=O)oc4ccccc34)CC2=O)cc1 (configuration not stated)	·	-2%	-4%	·	-2%	11%	-5%	·	3%	·	13%
CCOC(=O)Cn1nc(-c2ccccc2)c2cnc3ccc(C)cc3c21	?	0%	0%	8%	-7%	0%	-6%	?	-5%	-9%	-3%
CCCCCCc1c(O)nc(SCC(=O)O)[nH]c1=O	3%	1%	-5%	2%	3%	0%	-2%	25%	-8%	-26%	5%
COc1ccccc1-c1cc(C(=O)N/N=C/C=C/c2ccccc2[N+](=O)[O-])c2ccccc2n1	11µM*	0%	-10%	17%	-48%	-3%	-3%	8.9µM*	0%	10%	1%
O=C(NCCCN1CCOCC1)c1cc(S(=O)(=O)N2CCN(c3ccccc3)CC2)ccc1Cl	·	1%	-1%	·	-2%	13%	-11%	·	1%	·	-2%
CC(C)N(c1ccccc1)c1ccc(NC(=O)COC(=O)CCN2C(=O)c3cccc([N+](=O)[O-])c3C2=O)cc1	-11%	-5%	-2%	11%	-20%	3%	1%	31%	7%	37%[activator]	4%
COCCN1C(=S)NC(c2cccc(C(F)(F)F)c2)C(C(=O)N2CCOCC2)=C1C (configuration not stated)	-11%[10 µM]	-9%	0%	0%	-3%	-5%	9%	-13%	-1%	-4%	4%
O=C(COc1ccccc1)NNC(=S)NC(=O)c1ccccc1	11µM*	-3%	-5%	0%	-13%	2%	-3%	6.3µM*	-17%	-3%	-11%
CSc1ncc(CN2CCCCC2C(=O)Nc2ccc(Oc3ccccc3)nc2)cn1 (configuration not stated)	-5%	-1%	-7%	?	-3%	-23%	4%	?	-2%	-8%	0%
O=C(CSCc1c(F)cccc1Cl)NCc1cccnc1	4%	2%	2%	-1%	-6%	-2%	1%	25%	-6%	·	19%
O=C1CN(c2cc(Cl)cc(Cl)c2)C(=O)CN1/N=C/c1cccnc1	16%	-7%	1%	-2%	14%	6%	-5%	43%	0%	6%	-6%
CC(C)OC(=O)c1ccc(COc2ccc3ccc(=O)oc3c2)o1	-3%	19%	16%	11%	54%	?	2%	4%	?	2%	8%
Cc1cc(C)cc(C(=O)NC(CC(N)=O)c2ccc(N3CCC(Cc4ccccc4)CC3)c([N+](=O)[O-])c2)c1 (configuration not stated)	-1%	2%	-2%	-4%	2%	6%	3%	-24%	1%	-4%	-6%
CCOc1ccc2c(c1)OC(c1ccc(OC)cc1)(C(F)(F)F)NC2=O (configuration not stated)	-3%	-25%	?	-2%	-52%	?	-16%	58%	-20%	-17%	-8%
COC(=O)c1nnn(-c2ccc(Cl)c(Cl)c2)c1C(=O)OC	-2%	0%	0%	11%	-2%	0%	-3%	40%	-4%	·	-2%
COc1cc(C(=O)NCc2nnc(SCC(=O)N3CCCc4ccccc43)o2)cc(OC)c1OC	15%	0%	1%	19%	-20%	2%	-8%	-25%	1%	4%	10%
O=C(CN1CCN(c2ccc(F)cc2)CC1)N(C1CCCC1)C1CCS(=O)(=O)C1 (configuration not stated)	·	2%	3%	·	-2%	-9%	1%	·	·	·	0%
Cc1ccnc(NS(=O)(=O)c2ccc(NC(=O)C3CC=CCC3C(=O)O)cc2)n1 (configuration not stated)	-12%[10 µM]	0%	0%	2%	3%	7%	-10%	14%	-1%	-1%	4%
Cc1cc2c(c(SCC(=O)N(C)c3ccccc3)n1)C(=O)OC2	5%	1%	1%	1%	-23%	-5%	0%	-5%	2%	3%	-2%
Cc1ccc(S(=O)(=O)N/N=C/c2ccc(OCC(=O)N3CCOCC3)cc2)cc1	4%	0%	-1%	5%	17%	2%	-6%	4%	-7%	2%	-1%
COc1cccc(NC(=S)N(CCCN2CCN(C)CC2)Cc2ccco2)c1	-4%	-5%	-3%	5%	1%	-4%	0%	2%	0%	-3%	-12%
CN1CC(=O)N(CC(=O)Nc2ccc(Br)cc2F)C1=O	-19%	2%	0%	5%	-2%	4%	-3%	-1%	4%	-4%	2%
Cc1cccc(N2CN(Cc3cccnc3)CNC2=S)c1	4%	0%	1%	9%	0%	1%	-2%	-5%	3%	-12%	-6%
CCOc1ccc(-c2c(C#N)c(N)nc3sc(C(=O)c4ccccc4)c(N)c23)cc1	7%	-11%	5%	?	-1%	-1%	-1%	11%	0%	0%	13%
O=C(c1cnccn1)N(c1ccccc1)C1(C(=O)NC2CCCCC2)CCCCC1	3%	-5%	-1%	0%	-8%	5%	0%	17%	-1%	3%	0%
Cc1cc(NC(=O)/C=C/c2ccccc2)no1	0%	?	?	13%	?	?	2.8µM*	?	12µM*	17%	?
CCOC(=O)c1ccccc1NC(=O)c1cn(CC)c2nc(C)ccc2c1=O	?	1µM*	?	6%	0%	?	0.79µM*	11µM*	3.4µM*	-6%	-5%
Cc1ccc(NC(=O)COC(=O)Cc2ccsc2)cc1S(=O)(=O)N1CCOCC1	-1%	-3%	1%	12%	-6%	-5%	-13%	-5%	-1%	-9%	0%
CC(NC(=O)c1cc2cc(F)ccc2[nH]1)c1ccccc1 (configuration not stated)	6%	18%	1%	-3%	-27%	4%	-2%	-5%	-11%	-5%	?
COc1ccc(OC)c(Nc2nc(-c3sc(C)nc3C)cs2)c1	-3%	0%	-2%	4%	-35%	3%	1%	-33%	?	?	-5%
CCCC(=O)Oc1ccccc1C1SCc2cc(C)c(C)cc2CS1	12%	1%	-1%	-5%	-35%	-1%	-1%	9%	-1%	-1%	5%
COc1ccc(C)cc1NC(=O)C(Sc1ccccc1)c1ccccc1 (configuration not stated)	?	-3%	-6%	6%	·	6%	-5%	29%	3%	-12%	·
CCOC(=O)c1nn(-c2ccc(Br)cc2)cc1C(=O)c1cccc2ccccc12	-2%	20%	17%	12%	?	14%	?	?	6.7µM*	-5%	·
C/C(=N\O)c1ccc(N2C(=O)C3CC=C(Cl)CC3C2=O)cc1 (configuration not stated)	-14%	?	?	0%	?	?	?	6%	11µM*	8%	1%
CCc1ccc(-n2c(Cn3nc(C(F)(F)F)cc3C)n[nH]c2=S)cc1	?	-2%	-4%	-5%	-28%	-11%	15%	4µM*	-3%	-16%	1%
COc1cccc(NC(=O)CCC(=O)NCc2ccco2)c1	15%	0%	12%	5%	-6%	2%	3%	3%	1%	-4%	0%
O=C(N/C(=C/c1cccnc1)C(=O)N1CCCCCC1)c1ccccc1	3%	3%	1%	-5%	-9%	7%	2%	2%	1%	-5%	1%
CC(=O)c1cccc(NC(=O)CN(C)S(=O)(=O)c2ccc3c(c2)CCC(=O)N3)c1	-6%	-2%	-2%	·	-18%	7%	4%	-19%	-1%	3%	-8%
